# MITF inh = human MITF inhibition, primary screen; inhibition, % at 2.6 µM; AlphaScreen MITF homodimerization, bead proximity signal; AID 1259374; 650,000 tested, 0.91% active; O75030; in the data active means inhibition above about 50%;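 further: 0% = vehicle wells with protein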
# Target sequence (O75030 whole entry, looked up): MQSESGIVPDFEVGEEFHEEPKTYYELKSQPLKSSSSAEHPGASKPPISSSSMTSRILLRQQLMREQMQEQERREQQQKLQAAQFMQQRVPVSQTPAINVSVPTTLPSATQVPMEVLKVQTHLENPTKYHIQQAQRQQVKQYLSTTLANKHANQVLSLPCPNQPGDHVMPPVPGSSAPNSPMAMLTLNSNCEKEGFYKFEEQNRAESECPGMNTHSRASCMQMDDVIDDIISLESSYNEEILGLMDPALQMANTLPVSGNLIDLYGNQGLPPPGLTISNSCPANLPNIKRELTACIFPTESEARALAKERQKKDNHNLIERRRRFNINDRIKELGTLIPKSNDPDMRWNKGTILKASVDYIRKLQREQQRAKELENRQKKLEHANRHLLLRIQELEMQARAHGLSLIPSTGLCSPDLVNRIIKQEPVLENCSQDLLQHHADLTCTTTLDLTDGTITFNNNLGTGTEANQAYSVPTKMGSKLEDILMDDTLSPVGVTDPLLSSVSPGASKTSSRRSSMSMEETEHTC
# GPR151 activ = activates the human receptor GPR151 | PathHunter beta-arrestin GPR151 cells, luminescence | activation, % at 11.2 µM | 650,000 tested, 1% active | AID 1508602; in the data active means activation above about 4.9%;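 further: 0% = median of compound wells and 100% = cells with positive control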
# Target sequence (Q8TDV0 whole entry, looked up): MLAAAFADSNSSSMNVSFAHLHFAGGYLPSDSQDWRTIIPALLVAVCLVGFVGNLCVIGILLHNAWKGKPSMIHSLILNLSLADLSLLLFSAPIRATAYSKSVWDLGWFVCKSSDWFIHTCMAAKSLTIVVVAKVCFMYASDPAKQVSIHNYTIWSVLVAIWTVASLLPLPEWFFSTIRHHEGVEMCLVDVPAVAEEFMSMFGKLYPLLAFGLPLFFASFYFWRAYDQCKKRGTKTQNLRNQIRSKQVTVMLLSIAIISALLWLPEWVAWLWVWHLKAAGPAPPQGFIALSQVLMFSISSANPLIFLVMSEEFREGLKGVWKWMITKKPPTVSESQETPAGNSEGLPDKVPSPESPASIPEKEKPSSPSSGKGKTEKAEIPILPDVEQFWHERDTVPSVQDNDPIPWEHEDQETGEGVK
# FBW7 act = activators of human E3 ligase FBW7; AlphaScreen FBW7–phospho-cyclin E peptide binding, activator screen; normalized activity (activation), % at 26.1 µM; Q969H0; 650,000 tested, 0.13% active; in the data active means normalized activity above about 1.9%;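 further: purified mutant Fbw7 with reduced substrate affinity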
# TEAD-YAP inh = TEAD-YAP interaction inhibition. 640,000 tested, 1.4% active. HEK-TIYL cells, TEAD-Gal4/YAP UAS-luciferase luminescence. inhibition, % at 9.12 µM; in the data active means inhibition above about 32%;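 further: 0% = median of test compound wells and 100% = reference inhibitor wells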
# * marks the source's active call; other numbers are inactive results; & = joins results of further samples; ! = not confirmed by another sample.
# Order of results: MITF inh	TEAD-YAP inh	GPR151 activ	FBW7 act
> NC(=O)C1CCN(Cc2ccc3c(c2)CN(Cc2cccn2-c2ccccn2)CCO3)CC1
  6	-12	0.3	1.1
> COc1ccc(N2C(=O)NC(=O)/C(=C\c3ccc(OC)c(OC)c3)C2=O)cc1
  -9	-2	-0.7	-0.1
> COc1ccc(Cl)cc1NC(=O)c1cc2c(=O)n(C)c(=O)n(C)c2s1
  -21	-9	0.3	0.2
> COc1cc(Nc2ncc(C(=O)NCc3ccccc3)s2)cc(OC)c1OC
  9	-21	6.1*	0.0
> COc1cc2sc(C)nc2c2ccccc12
  14	5	-2.2	0.3
> CCCC1=NN(C(=O)c2ccccc2N)C(O)(C(F)(F)F)C1 (stereo not drawn)
  -13	-12	-0.2	0.0
> Cc1ccc(C2=N/C(=C\c3cc(Br)cs3)C(=O)O2)cc1
  14	-2	-1.6	0.0
> CC1CC(=O)C2=C(C1)Nc1ccccc1NC2c1ccccc1 (stereo not drawn)
  -6	10	-1.4	0.0
> Cc1c(Br)c([N+](=O)[O-])nn1CCCC(=O)Nc1sc2c(c1C#N)CCC2
  -10	3	0.0	-0.1
> CCOC(=O)C1=C(c2ccccc2)N=c2s/c(=C\c3cc(OC)c(OC)c(OC)c3)c(=O)n2C1c1cccc(OC)c1 (stereo not drawn)
  11	1	-1.3	0.0
> CC(=O)N1N=C(c2c(-c3ccccc3)c3cc(Br)ccc3[nH]c2=O)CC1c1ccc([N+](=O)[O-])cc1 (stereo not drawn)
  13	5	0.2	-0.1
> OCCC1CN(Cc2ccccc2-c2ccco2)CCN1Cc1ccsc1 (stereo not drawn)
  15	-11	-1.6	0.1
> Cc1ccc(S(=O)(=O)C2(C(=O)Nc3ccc(C)c(F)c3)CC2)cc1
  2	5	-0.4	0.0
> Cc1ccc(NS(=O)(=O)c2ccc3c4c(cccc24)C(=O)N3)c(C)c1
  22	2	0.0	1.4
> O=C(Cn1c(=O)n(CCC(=O)NC2CCCC2)c(=O)c2ccccc21)NCc1ccco1
  -8	-4	0.2	0.0
> CCc1ccc(NC(=O)C(CC)Sc2nnc(-c3ccc(C)cc3)c(-c3ccc(C)cc3)n2)cc1 (stereo not drawn)
  3	-6	-0.6	0.1
> Cc1cccc(C(=O)Nc2nnn(C)n2)c1
  10	-11	-2.4	1.2
> CCOc1ccc(/C=c2\sc3nc4ccccc4n3c2=O)c(OCC)c1
  0	-8	-0.4	0.1
> C=CCN1C(=O)/C(=C\c2ccccc2OC)C(C(=O)OCC)=C1C
  11	3	1.2	0.0
> Cc1c(C(=O)NC(=S)NC2CCCC2)cccc1[N+](=O)[O-]
  10	0	0.5	-0.1
> CN(C)c1ccc(/C=C(/C#N)C(=O)Nc2ccccc2)o1
  -5	18	-1.1	-0.1
> CN(C)c1ccc(C(=O)Nc2nc(-c3ccccc3)c(C(=O)c3ccccc3)s2)cc1
  7	6	-0.8	0.2
> N#Cc1c(-c2ccccc2)cc(-c2cccs2)nc1SCCS(=O)(=O)Cc1ccccc1
  11	6	-2.0	0.0
> O=C(c1cc2ncc(Br)cn2n1)N1CCN(C(=O)c2ccco2)CC1
  18	11	0.1	0.7
> COc1ccc(-c2nc3cc(NC(=O)CC(C)C)ccc3o2)cc1
  2	-16	-1.5	-0.2
> O=C(NNC(=S)NC(=O)c1ccccc1[N+](=O)[O-])c1ccccc1O
  31	-8	-1.1	-2.0
> COc1ccc(NC(=O)CC2Oc3ccccc3NC2=O)cc1Cl (stereo not drawn)
  12	-5	0.4	0.0
> CCn1c(=O)cc(SCC(=O)NC2CC2)c2ccccc21
  23	7	-0.5	0.5
> COc1ccc(CCN(C)C2CCCN(Cc3nccs3)C2)cc1OC (stereo not drawn)
  3	-10	2.7	0.2
> CC(=O)NCCOc1ccc(C)c(C)c1
  -2	-8	1.1	0.0
> COc1ccc(-c2cnc(-c3ccc(Br)cc3)o2)cc1
  -16	-11	-0.1	0.0
> Cn1c(=O)c([N+](=O)[O-])c(N2CCCC2)c2ccccc21
  -3	-7	-0.1	-0.1
> CCOC(=O)C1CN(S(=O)(=O)c2ccccc2)CCN1S(=O)(=O)c1ccccc1 (stereo not drawn)
  1	4	0.9	-0.1
> CN(CCC1CCOCC1)C(=O)CC1C(=O)NCCN1CC1CCCCC1 (stereo not drawn)
  -15	1	0.6	0.1
> CCOP(=O)(OCC)C(Nc1ccc(C)cc1)c1ccco1 (stereo not drawn)
  14	5	-2.4	0.6
> COCCn1nnnc1C(c1ccc(F)cc1)N1CCN(C2CCCC2)CC1 (stereo not drawn)
  7	2	0.2	0.1
> O=C1OC(c2ccc(Br)cc2)=N/C1=C\c1ccccc1
  -7	-8	0.2	-0.1
> CC(C)C(=O)NC(NC(=O)C(C)C)c1ccc(Br)cc1
  2	3	0.2	0.0
> O=C(CN1C(=O)COc2ccccc21)N1CCCc2ccccc21
  6	6	1.6	0.0
> Cc1ccc2[nH]c(=O)c(CN(CC3COCCO3)C(=O)Nc3ccccc3F)cc2c1 (stereo not drawn)
  -14	-3	0.9	0.0
> Nc1ccc(O)c(C(=O)O)c1
  75*!	-4&1	-2.1&2.2&-1.0&1.4	0.1&-0.4&-0.3
> O=C(NNC(=O)C1C2CCCCC21)c1ccc(-c2ccccc2)cc1 (stereo not drawn)
  -1	-13	-0.1	-0.2
> Cc1cc(C)cc(C(=O)Oc2coc(CSc3ncccn3)cc2=O)c1
  4	1	-2.4	-0.1
> O=S(=O)(CCc1ccncc1)c1ccccc1
  -6	0	-2.2	-0.1
> CC(C)n1cnc2c(NCc3ccccc3)nc(NCCCN3CCCC3=O)nc21
  16	-7	0.0	0.0
> O=C(Cn1cc(C=C2C(=O)NC(=O)NC2=O)c2ccccc21)Nc1ccc(F)cc1
  -2	7	1.4	-1.0
> O=C(O)c1ccc(S(=O)(=O)c2ccc(Cl)c([N+](=O)[O-])c2)cc1
  2	18	-0.5	0.1
> CCOc1ccc(N(CC(=O)Nc2cccnc2)S(=O)(=O)c2ccc(C)cc2)cc1
  8	8	0.1	0.4
> S=C(NCc1ccc(Cl)cc1)Nc1ccncc1
  9	44*	1.3	0.4
> CCC(Nc1ccc(Br)cc1)C(=O)N/N=C/c1cccc(OC)c1O (stereo not drawn)
  10	29	1.0	-0.2
> CC(=O)Nc1cccc(-c2cnc3c(NC(CO)C(C)C)nccn23)c1 (stereo not drawn)
  12	1	-1.0	0.3
> CC(=O)N1CCC[C@H]1Cn1nc(-c2ccc3c(c2)OCO3)ccc1=O
  -11	1	-0.5	-0.1
> O=C(N/N=C/c1ccccn1)c1ccc([N+](=O)[O-])cc1Cl
  27	-5	1.8	-0.8
> CCOC(=O)C1CCN(C(=O)c2sc3nc[nH]c(=O)c3c2C)CC1
  -4	6	0.3	0.0
> O=C(CCn1nc(-c2ccccc2)ccc1=O)NC1CCCC1
  -2	6	-0.7	-0.1
> Cn1c(=O)c2c(nc(SCC(=O)c3ccc([N+](=O)[O-])cc3)n2C)n(C)c1=O
  7	-4	-1.1	-0.2
> Cc1ccc(C)c(NC(=O)c2ccc(N(Cc3ccccc3)S(C)(=O)=O)cc2)c1
  -4	-3	0.6	0.1
> O=c1nc(N2CCOCC2)nc(Nc2cccc([N+](=O)[O-])c2)[nH]1
  16	8	3.1	0.1
> CCCCCOC(=O)CSc1nnc(-c2ccccc2)c(=O)[nH]1
  7	6	-0.7	0.1
> Cc1ccc(-c2nc(C)c(CCNS(=O)(=O)c3ccccc3)s2)cc1
  -4	-8	1.5	-0.1

# The results go on.
# Order of results: MITF inh	TEAD-YAP inh	GPR151 activ	FBW7 act
> CCOC(=O)C1=C(C)N=c2s/c(=C\c3c(F)cccc3Cl)c(=O)n2C1c1ccc(OC)cc1 (stereo not drawn)
  -5	3	0.9	-0.1
> FC(F)(F)c1nc(N2CCOCC2)sc1-c1ccc(Cl)cc1
  4	-1	3.5	0.0
> COc1ccc(/C=C/C(=O)Nc2ccc(S(N)(=O)=O)cc2)cc1OC
  17	-3	0.1	0.0
> COc1ccc(/C=C(\NC(=O)c2ccc(OC)cc2)C(=O)NC(C)C(=O)O)cc1 (stereo not drawn)
  14	1	1.7	0.0
> N#C/C(=C\c1ccc2c(c1)OCO2)C(=O)OCC(=O)c1ccc2c(c1)NC(=O)CO2
  -12	3	-1.5	0.0
> Cc1ccc(C(=O)c2coc3c2C(=O)C(=O)C(Br)=C3)cc1
  4	-50	-0.2	0.0
> Cc1cc(NC(=O)c2cc(-c3ccccc3)nc3ccccc23)no1
  16	11	1.0	0.1
> COc1ccccc1N1CCCn2c1nc1c2c(=O)n(Cc2ccc(F)cc2)c(=O)n1C
  9	-3	1.6	0.0
> CCN(Cc1ccccc1)S(=O)(=O)c1ccc(-n2cnnn2)c(C)c1
  11	1	-0.4	0.1
> O=C(COc1ccc2ccccc2c1)Nc1cccc(I)c1
  4	6	1.0	-0.1
> CC(C)(C)OC(=O)NC1CCNCC1
  -3	-1	-0.1	-0.1
> O=C(CBr)Nc1nnc(-c2ccc(Cl)cc2)s1
  -2	30	-3.5	-0.1
> CCOc1ccccc1NC(=O)c1c(NC(=O)COc2ccc(Cl)cc2)sc2c1CCC(C)C2 (stereo not drawn)
  -5	-12	0.6	-0.2
> Cc1ccc(-c2noc(-c3c(-c4ccccc4Cl)noc3C)n2)cc1
  11	3	1.3	0.2
> CCOC(=O)Nc1ccc2c(c1)N(C(=O)CCN1CCOCC1)c1ccccc1S2=O (stereo not drawn)
  -10	2	-0.3	0.1
> Cc1[nH]c2ccccc2c1C(=O)CN1CCN(S(=O)(=O)c2cccs2)CC1
  6	4	-1.3	0.1
> CC(C)CCC(=O)N1CCCC(CCC(=O)N2CCN(c3ccccn3)CC2)C1 (stereo not drawn)
  0	-18	1.5	0.1
> O=C(NC(Nc1ccccc1)C(=O)c1cccs1)c1ccccc1 (stereo not drawn)
  2	-7	-0.6	-0.1
> CC(=O)c1cccc(NC(=O)CSc2ccc(-c3ccccc3)nn2)c1
  -6	-1	-5.4	-0.2
> COC(=O)c1ccc(CN(Cc2ccc(OC)c(OC)c2)S(=O)(=O)c2ccc3c(c2)OCCO3)cc1
  5	-3	-0.5	-0.2
> Cc1ccc(NC(=O)Nc2cccs2)nc1
  1	-30	0.2	-0.2
> CCC(C)N(C(=O)c1csnn1)C(C(=O)NC(C)(C)C)c1ccccc1F (stereo not drawn)
  8	-6	0.6	0.2
> CN1CCCN(C(=O)C2CC23CCN(C2Cc4ccccc4C2)CC3)CC1 (stereo not drawn)
  -13	10	-0.4	0.1
> CN(C1CCCCC1)S(=O)(=O)c1ccc(NC(=O)c2ccc(Br)o2)cc1
  4	5	1.8	-0.2
> CCN(CC)CC#CCC(O)(c1ccccc1)c1ccccc1
  2	-4	1.2	0.0
> Cn1nc(C(=O)NCc2ccc(F)cc2)c2c1-c1ccccc1OC2
  -6	-10	12*	0.1
> O=C(Nc1nccs1)c1cc(Br)c(Br)s1
  9	-56	-1.4	0.1
> COc1ccc(/C=N/Nc2nnc(Cc3ccc(OC)c(OC)c3)c(=O)[nH]2)cc1OC
  30	-4	2.6	0.1
> CCOC(=O)C1=C(N)Oc2cc(C)n(CCOC)c(=O)c2C1c1ccccc1Cl (stereo not drawn)
  15	1	1.3	0.9
> CCCOc1ccccc1C1C(C(=O)OC(C)C)=C(C)Nc2nnnn21 (stereo not drawn)
  9	-4	-1.0	0.4
> CCCC(c1nnnn1C1CCCC1)N1CCC(C(N)=O)CC1 (stereo not drawn)
  14	4	3.1	0.7
> COc1ccc(CCNc2nc(N3CCCC3CO)ncc2C)cc1 (stereo not drawn)
  -5	1	3.8	0.1
> Cc1ccc(CSCC(=O)NCc2ccc(F)cc2)cc1
  5	6	-0.5	0.7
> CS(=O)(=O)CCC(C(=O)Nc1cccc(C(F)(F)F)c1)N1Cc2ccccc2C1=O (stereo not drawn)
  -10	-8	0.9	0.0
> CC1CCc2c(sc(N3C(=O)c4ccc(Oc5ccccc5)cc4C3=O)c2C#N)C1 (stereo not drawn)
  -1	5	-0.2	0.7
> CCOC(=O)c1ccc(Nc2cc(C)nc(N3CCOCC3)n2)cc1
  -13	-1	2.6	-0.1
> O=C(C1CC12CCN(Cc1nccs1)CC2)N1CC=C(c2ccccc2)CC1 (stereo not drawn)
  9	3	0.2	0.1
> O=C1CCCN1CCCNc1nc(NCCO)c2ncn(-c3ccccc3)c2n1
  15	-5	-1.1	0.1
> CCCCC(=O)NC(=S)NNS(=O)(=O)c1ccccc1
  -4	-6	0.6	-0.3
> COc1ccc(N(Cc2ccc(F)cc2)C(=O)c2ccco2)cc1
  7	3	0.5	0.6

# Assay outcomes as filed in PubChem.
